# CHX counter – Cycloheximide Counterscreen for Small Molecule Inhibitors of Shiga Toxin; 300,000 tested, 12% active; max response, %; AID 2314, 2010; cell reporter, cycloheximide protein synthesis inhibition counterscreen; in the data active = max response mostly above about 13%, no sharp cut-off; inactive = mostly below about 14%; also: read at 38.3 µM for the half of the compounds with a filed dose; 0% is about no effect
# Shiga inhibitor – A qHTS for Small Molecule Inhibitors of Shiga Toxin. AID 2315, 2010. Vero cells, Shiga toxin protein synthesis inhibition reporter. 290,000 tested, 9.2% active. inhibition, % at 38.7 µM; in the data active = inhibition mostly above about 28%, no sharp cut-off; inactive = mostly below about 43%; also: 0% is about no effect
# Pf growth 96h – Primary qHTS for delayed death inhibitors of the malarial parasite plastid, 96 hour incubation; P. falciparum luciferase reporter growth, 96 h; Potency, µM (titrated, usually from 28.7 µM), inactives show at the top dose activity change, negative = inhibition, usual class: inhibitors; 320,000 tested, 6.9% active; AID 504834, 2011; also: potency is read from the fitted curve at half-maximal effect; % is scaled to controls: 0 for no effect and ±100 for the full control effect
#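 Two-generation exposure (96 h) targets delayed-death phenotype. Reporter parasites carrying integrated firefly luciferase, in red cells at 2% hematocrit and 0.05% parasitemia final, kept at 37 C, 5% CO2; luminescence loss indicates inhibition.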
# HCV inhibitor – qHTS Assay for Inhibitors of Hepatitis C Virus (HCV); 340,000 tested, 3.4% active; Huh7.5.1 HCVcc-Cre infection, luciferase reporter, 44 h; Potency, µM (highest dose often 41.8 µM), for inactives: at the top dose activity change, negative = inhibition, actives largely listed as inhibitors; also: potency is read from the fitted curve at half-maximal effect; % is scaled to controls: 0 for no effect and ±100 for the full control effect
#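 After 44 h co-culture of compound, cells and HCVcc-Cre (~0.5 moi), substrate is added for 15 min at room temperature and luciferase measured over 15 sec. Cells were seeded at 1,000/well and pre-cultured 4 h.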
# Pf growth 48h – Primary qHTS for delayed death inhibitors of the malarial parasite plastid, 48 hour incubation. Potency, µM (series often up to 28.7 µM), without a hit: at the highest dose activity change, negative = inhibition, most hits filed as inhibitors. AID 504832, 2011. P. falciparum luciferase growth in erythrocytes, 48 h. 310,000 tested, 5.9% active; also: potency is read from the fitted curve at half-maximal effect; % is scaled to controls: 0 for no effect and ±100 for the full control effect
#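 Luminescence readout; reporter = integrated firefly luciferase in P. falciparum. RBC culture at 2% hematocrit, 0.1% parasitemia final, 37 C/5% CO2; decreased signal taken as growth inhibition.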
# Giardia FBPA inh – qHTS Assay for Inhibitors of Fructose-1,6-bisphosphate Aldolase from Giardia Lamblia | A8B2U2 | purified Giardia FBPA | Potency, µM (highest dose often 59.6 µM), for the others: at the highest dose activity, negative = inhibition, most hits filed as inhibitors | 290,000 tested, 0.71% active; also: potency is read from the fitted curve at half-maximal effect; % is scaled to controls: 0 for no effect and ±100 for the full control effect; nearly all actives have a fitted effect of over 55% in size
# Target sequence (A8B2U2 whole entry, looked up): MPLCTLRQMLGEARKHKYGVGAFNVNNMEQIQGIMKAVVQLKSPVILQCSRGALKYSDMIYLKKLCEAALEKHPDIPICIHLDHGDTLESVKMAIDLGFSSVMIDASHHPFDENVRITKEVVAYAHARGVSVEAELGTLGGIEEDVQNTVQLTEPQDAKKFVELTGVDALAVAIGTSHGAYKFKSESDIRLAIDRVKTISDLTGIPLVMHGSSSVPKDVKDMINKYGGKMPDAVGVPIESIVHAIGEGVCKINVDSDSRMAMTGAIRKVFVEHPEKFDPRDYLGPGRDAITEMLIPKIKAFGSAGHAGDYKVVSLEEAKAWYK
#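 40 nM FBPA preincubated 10 min at RT with compound (up to 57.5 uM final), then substrate plus GAPDH/TPI/NAD/arsenate coupling and diaphorase/resazurin added. Fluorescence read after 20 min at RT, 525/598 nm.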
# Numbers without * were called inactive; i = inactive; u = inconclusive; x = no result given; + = active, no number; & = joins results of further samples; [ ] = dose if it differs, or a comment. Unless noted, calls follow the shape of the dose curve; as a rule, active = well fitted curve in the direction sought with a large enough effect; inconclusive = small, poorly fitted or top-dose-only effect, or another doubt; inactive = no such curve, though single readings can be large; an effect the other way counts as inactive or inconclusive.
Compound,Shiga inhibitor,Pf growth 96h,HCV inhibitor,Pf growth 48h,Giardia FBPA inh,CHX counter
CCn1nc2cc(C(=O)NCc3cc(C(F)(F)F)cc(C(F)(F)F)c3)ccc2c1OC,-5.5,u,u,38.9%[activator],2.9%,4.8
COc1ccc(C(=O)C[n+]2ccc(N(C)C)cc2)cc1,11.3,u,u,1.17µM*,-0.8%,2.4
CCN(CC(=O)Nc1ccccc1SC)Cc1nc2ccccc2c(=O)[nH]1,-2.9,-16.2%,11.2µM*,55.1%[activator],u,-2.5
Cc1ccc(N2CCN(C(=O)c3cccs3)CC2)c(C)c1,8.5,u,9.8%,u,7.5%,1.8
COc1cc(-c2nnc3sc(C4CCCCC4)nn23)cc(OC)c1OC,-8.7,5.22µM*,u,8.28µM*,0.4%,-3.1
Cc1ccc(C(O)Cn2cc([N+](=O)[O-])nc2C)cc1 (configuration not stated),-1.8,-1.5%,4.4%,2.62µM*,-4.4%,-2.1
COc1ccc(C(C)(C)C)cc1NC(=O)Cn1cnnn1,-12.1,5.3%,21.2%,u,-2.3%,-2.3
CC1CCCN(Cc2c(O)ccc3c4c(c(=O)oc23)CCCC4)C1 (configuration not stated),4.0,1.47µM*,-4.9%,1.31µM*,-1.8%,-0.6
COc1ccc(CCCn2ncc3c2nc(N)n2nc(-c4ccco4)nc32)cc1,4.1,x,x,x,-4.3%,6.8
Cc1cc2cc(CNC(=O)c3cc4ccccc4o3)ccc2n1C,-3.5,14.7µM*,x,11.7µM*,-0.4%,-2.7
Cc1ccc(C)c(NC(=S)Nc2cccc3cnccc23)c1,-10.8,9.28µM*,u,u,u,1.5
CC1(C)C2([N+](=O)[O-])CN3CC1([N+](=O)[O-])CN(C2)C3c1ccccc1 (configuration not stated),-10.4,u,12.6%,-11.9%,5.9%,-1.7
Cc1cc(C(=O)COC(=O)c2cc(Cl)ccc2N)c(C)n1Cc1ccco1,119.3*,31.4%[activator],u,168.8%[activator],-9.1%,91.0*
O=C(CSc1nnc(-c2cccnc2)s1)Nc1ccnc2ccccc12,-6.4,u,u,14.3%,-0.1%,8.1
CC(=O)Nc1ccccc1-c1nnc(SCc2ccccc2Cl)[nH]c1=O,34.8,9.3%,4.2%,x,4.6%,-2.5
O=C(O)CCCSc1nccn1-c1ccccc1,-11.3,10.5%,-2.4%,-5.4%,11.2%,12.6
Cc1cc(Nc2ccccc2)n(C(=O)c2ccccc2)n1,72.6,x,u,12.0%,5.9%,47.2*
Cc1cccn2cc(CSc3nnc(Nc4ccc(C(C)C)cc4)s3)nc12,4.9,u,u,u,2.2%,0.1
COCCCN(CC(=O)NCc1ccccc1)S(=O)(=O)c1ccc(C)cc1,-4.4,-19.1%,-2.2%,-4.6%,-3.5%,-3.6
CC(=O)c1cc2c(cc1NC(=O)CCc1c(C)nc3ncnn3c1C)OCO2,x,-18.2%,u,u,x,x
COc1cc(Cc2nc3ccc(S(=O)(=O)N4CCOCC4)cc3[nH]2)cc(OC)c1OC,6.6,x,u,u,-7.3%,2.0
Cc1nn(-c2cccc(C(F)(F)F)c2)c(Cl)c1/C=N/Nc1cccc(C(=O)O)c1,+,i,0.4%,257.1%[activator],13.8%,105.8*
O=C(CN1CCN(C(=O)c2ccccc2)CC1)Nc1ccc(Br)cn1,-15.6,x,-22.0%,-1.7%,4.3%,-4.2
Cc1ccc(-c2cc(C(F)F)nc(N3CCOCC3)n2)cc1,24.0,u,5.62µM*,u,-0.2%,0.8
COc1ccccc1/C=C/CN1CCCC(CO)(Cc2cccc(Cl)c2)C1 (configuration not stated),46.6*,-1.6%,u,u,-1.1%,8.7
O=C(NCCN1CCOCC1)C1CC(=O)N(c2cccc(C(F)(F)F)c2)C1 (configuration not stated),x,24.0%,5.7%,u,x,x
CC(Oc1ccc(Cl)cc1)c1ccc(C#N)c(=O)[nH]1 (configuration not stated),-11.7,27.9%,11.0%,-10.1%,9.4%,9.5
CC1Cc2cc(/C(O)=C3\C(=O)C(=O)N(CCN(C)C)C3c3ccccc3F)ccc2O1 (configuration not stated),77.1*,19.9%,1.8%,9.4%,4.6%,17.5*
Cc1cccc(-c2csc(N)c2C(=O)OC(C)C)c1,-2.9,u,u,u,-19.4%,-2.2
COc1cccc(NC(=O)Cn2c(CCC(=O)O)ccc2-c2ccccc2)c1,-6.2,13.0%,6.9%,-14.8%,11.6%,16.0
O=C(NCC1COc2ccccc2O1)C1C2C=CC3(CN(Cc4cccs4)C(=O)C13)O2 (configuration not stated),-6.8,51.0%[activator],-14.3%,9.9%,-0.7%,1.3
COc1ccc(C(=O)C2CCN(CC(=O)NCc3ccccc3)CC2)cc1,-6.9,12.1%,u,-11.6%,2.0%,-2.0
CCC(C)[C@H]1CNC(=S)N1CCc1cccc2ccccc12 (some centres not stated),-6.4,u,u,-13.9%,13.4%,-1.5
CCCCn1nc(NC(=O)COC)c2cc3cc(OC)ccc3nc21,3.0,41.1%[activator],-15.7%,-8.7%,-1.6%,-0.8
COC(=O)c1cc2c(ccn2-c2ccc(F)cc2)n1Cc1ccc(C#N)cc1,-11.9,0.0%,u,u,-11.4%,-3.0
CN1CCN(C2=Nc3c(Cl)cc(Cl)c4cccc2c34)CC1,-10.2,2.6%,u,-2.1%,u,-1.6
CS(=O)(=O)N(CC(=O)NCc1ccccn1)c1ccc2c(c1)OCCO2,-4.9,4.15µM*,16.8%,14.6%,-2.7%,-2.0
Cc1cc(C(=O)Nc2c(F)cc(F)cc2Br)cs1,10.4,14.7µM*,4.9%,2.9%,x,13.7
COC(=O)C1=C(C)Nc2c(c(=O)n(C)c(=O)n2C)C1c1ccc(C)cc1 (configuration not stated),-11.5,0.8%,3.2%,12.3%,9.0%,-1.5
CCCCNC(=O)COC(=O)c1ccc(F)cc1Cl,75.8*,34.2%[activator],6.7%,41.2%[activator],1.6%,12.7*
CSCCC(NS(=O)(=O)c1ccc(Cl)cc1)C(=O)OCC(=O)N1CCCc2ccccc21 (configuration not stated),-20.8,-4.3%,1.6%,12.1%,-5.4%,0.3
CCOc1ccc(S(=O)(=O)NCCC(=O)NC(C)CCc2ccccc2)cc1 (configuration not stated),x,u,-4.8%,u,x,x
CCCC[C@]12Cc3cc(C#N)ccc3C(O1)c1c(c3ccccc3oc1=O)O2,i,u,x,-14.8%[5.75 µM],-6.9%[12.9 µM],-3.5
O=C(COC(=O)CCc1ccc(S(=O)(=O)N2CCOCC2)cc1)NC1CCCCCC1,-1.9,-3.0%,21.9%,2.2%,-0.6%,-5.4
COc1ccc(CCNc2c3ccccc3nc3ccccc23)cc1OC,36.4,1.85µM*,u,1.47µM*,-14.1%,9.4
Oc1cccc(/C=N/c2c(-c3ccco3)nc3ccccn23)c1,18.0,u,-7.1%,u,u,15.1
CCCC(=O)NC(NC(=S)Nc1ccc(N=Nc2ccccc2)cc1)C(Cl)(Cl)Cl (configuration not stated),39.4*,49.4%[activator],10µM*,u,-7.4%,34.6*
Cc1cccc(N2CN(Cc3ccco3)CNC2=S)c1C,53.8,u,-1.0%,-13.2%,1.2%,-2.0
COc1ccc(C(=O)NC(=S)N2CCC(C)CC2)cc1,41.3,-34.4%,-9.2%,x,2.2%,25.6*
COC(=O)C1=C(C)Nc2nnnn2C1c1ccc(Cl)cc1Cl (configuration not stated),0.8,u,-8.5%,4.65µM*,9.1%,-2.5

# The list continues.
Compound,Shiga inhibitor,Pf growth 96h,HCV inhibitor,Pf growth 48h,Giardia FBPA inh,CHX counter
COc1ccc(-c2ccc(/C=C3\C(=O)N(c4ccccc4)N=C3c3ccccc3)o2)c([N+](=O)[O-])c1,-15.6,74.4%[activator],2.8%,-1.9%,3.7%,-2.8
Cc1ccc(NC(=S)NN2CCN(C)CC2)cc1,-11.8,39.6%[activator],2.9%,-2.8%,0.9%,8.9
COc1cccc(NC(=O)NC(C)C2CC3CCC2C3)c1 (configuration not stated),27.5,3.2%,23.1%,u,-4.8%,-1.8
O=C(COc1ccc(Cl)cc1Cl)N(Cc1ccco1)C1CCS(=O)(=O)C1 (configuration not stated),4.0,u,17.9%,2.7%,-1.0%,-2.9
Cc1ccc(S(=O)(=O)NCC(=O)N/N=C/c2ccc(Cl)cc2)cc1,-0.6,u,7.6%,-8.8%,-11.6%,-3.0
O=C(N/N=C/c1cccc(Oc2ccc([N+](=O)[O-])cc2[N+](=O)[O-])c1)c1cncc(Br)c1,-2.0,u,u,-6.7%,-15.7%,3.8
O=C(CSc1nnnn1-c1ccccc1)NC(=O)Cc1ccccc1,x,-13.6%,3.0%,u,x,x
COC(=O)c1ccc(CNC(=O)CCc2c[nH]c3ccccc23)cc1,3.7,11.5%,-9.3%,7.2%,3.0%,-2.5
CCOC(=O)c1ccccc1NC(=O)c1ccc2c(=O)n3c(nc2c1)CCCCC3,-0.9,-13.2%,u,u,2.5%,-1.6
Cc1ccc(OCc2ccccc2Br)c([N+](=O)[O-])n1,14.8,40.5%[activator],-9.5%,38.4%[activator],7.4%,6.7

# Laid out differently: two of the compounds above
# The line under a structure holds: Shiga inhibitor	Pf growth 96h	HCV inhibitor	Pf growth 48h	Giardia FBPA inh	CHX counter
- COC(=O)c1ccc(CNC(=O)CCc2c[nH]c3ccccc23)cc1
→ 3.7	11.5%	-9.3%	7.2%	3.0%	-2.5
- CCOC(=O)c1ccccc1NC(=O)c1ccc2c(=O)n3c(nc2c1)CCCCC3
→ -0.9	-13.2%	u	u	2.5%	-1.6

# The list goes on.
Compound,Shiga inhibitor,Pf growth 96h,HCV inhibitor,Pf growth 48h,Giardia FBPA inh,CHX counter
Cc1ccc(C(=O)N2CCN(C3c4cccc5cccc(c45)C3NS(=O)(=O)c3ccccc3)CC2)cc1 (configuration not stated),-15.3,u,u,2.08µM*,x,2.1
O=C(NCCN1CCN(c2ccccc2)CC1)Nc1cccc(Br)c1,-2.4,u,14.1µM*,u,5.4%,7.0
COc1ccccc1-c1cc(C(F)(F)F)nc(N2CCN(c3ccc(F)cc3)CC2)n1,-4.8,13.1µM*,15.3%&0.3%,-2.4%,-0.2%,-1.8
CCOC(=O)c1c(S(=O)(=O)NCC(=O)NCc2ccccc2)c(C)n(C)c1C,-7.8,13.3%,9.5%,11.1%,x,-0.6
CCOC(=O)C(CC)/C(C)=N/NC(=O)c1ccccc1[N+](=O)[O-] (configuration not stated),-17.0,-17.9%,-0.8%,-12.8%,-1.8%,-3.2
COc1ccc(Nc2nc(C)cc(=O)[nH]2)c(OC)c1,2.1,11.6%,4.9%,x,-14.3%,-2.3
Cc1nn(C(C)C(=O)N2CCCCC2)c(=O)c2c1sc1ccccc12 (configuration not stated),25.4,35.7%[activator],u,-33.0%,11.4%,7.2
CCc1nnc(NC(=O)CSc2nnc(CNc3cccc(C)c3)n2-c2ccccc2)s1,2.1,u,8.9%,x,3.3%,-1.2
Cc1cccc(Oc2ccc(C(=O)NC3CCSC3=O)cn2)c1C (configuration not stated),-18.6,1.6%,u,10.6%,-3.1%,1.2
O=C(CCCN1C(=O)/C(=C\c2cccs2)SC1=S)NNC(=O)c1cccnc1,-1.5,64.6%[activator],u,-28.3%,5.4%,12.2
O=C(O)CNC(=O)c1ccccc1Br,6.5,67.0%,9.8%,20.8%,5.1%,1.8
COc1ccc(Br)c(C(=O)OCC(=O)NC2CC2)c1,x,-17.7%,2.7%,-20.3%,x,x

# Screening data: PubChem, National Center for Advancing Translational Sciences (NCATS)

# Outcome played no part in choosing rows, and some 24% of all compounds hit somewhere here.
